# Screens deposited in PubChem BioAssay by several laboratories.
# CCHF vOTU inh: blocks the CCHF virus ovarian tumor domain protease; inhibition, % at 11.5 µM; 370,000 tested, 0.55% active; CCHFV vOTU protease, Pep-AMC fluorescence; note: 0% = vehicle wells with enzyme and 100% = no enzyme wells
# FBA Mtb inh: Mtb fructose-bisphosphate aldolase inhibition; purified M. tuberculosis FBA, fluorescence read-out; inhibition, % at 1 µM; 360,000 tested, 2.3% active; AID 588726; in the data active = inhibition above about 27%;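 note: 0% = vehicle and 100% = reference inhibitor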
# Target sequence (P9WQA3 whole entry, looked up): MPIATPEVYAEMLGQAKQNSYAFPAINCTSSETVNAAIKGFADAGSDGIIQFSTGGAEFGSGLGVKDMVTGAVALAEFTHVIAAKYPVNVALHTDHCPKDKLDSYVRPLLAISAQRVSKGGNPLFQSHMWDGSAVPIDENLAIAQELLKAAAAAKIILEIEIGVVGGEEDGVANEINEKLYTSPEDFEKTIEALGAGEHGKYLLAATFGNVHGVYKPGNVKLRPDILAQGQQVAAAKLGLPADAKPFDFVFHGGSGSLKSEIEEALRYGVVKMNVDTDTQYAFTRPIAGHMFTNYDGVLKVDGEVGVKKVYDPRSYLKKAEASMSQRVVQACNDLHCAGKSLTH
# PrPC TRFRET: cell surface PrPC inhibition, primary TR-FRET screen | P04156 | TR-FRET read-out | inhibition, % at 13.8 µM | 370,000 tested, 0.43% active | AID 720596; in the data active = inhibition above about 24%; note: 0% = median of the test wells and 100% = reference compound wells
# UGM FP inh: inhibitors of M. tuberculosis UDP-galactopyranose mutase | P9WIQ1 | purified UGM, fluorescence polarization probe displacement | inhibition, % at 10 µM | 320,000 tested, 0.06% active | AID 504406; in the data active = inhibition above about 10%, passing the limit was not always enough; inconclusive = no clear call, values can overlap the other calls
# Target sequence (P9WIQ1 whole entry, looked up): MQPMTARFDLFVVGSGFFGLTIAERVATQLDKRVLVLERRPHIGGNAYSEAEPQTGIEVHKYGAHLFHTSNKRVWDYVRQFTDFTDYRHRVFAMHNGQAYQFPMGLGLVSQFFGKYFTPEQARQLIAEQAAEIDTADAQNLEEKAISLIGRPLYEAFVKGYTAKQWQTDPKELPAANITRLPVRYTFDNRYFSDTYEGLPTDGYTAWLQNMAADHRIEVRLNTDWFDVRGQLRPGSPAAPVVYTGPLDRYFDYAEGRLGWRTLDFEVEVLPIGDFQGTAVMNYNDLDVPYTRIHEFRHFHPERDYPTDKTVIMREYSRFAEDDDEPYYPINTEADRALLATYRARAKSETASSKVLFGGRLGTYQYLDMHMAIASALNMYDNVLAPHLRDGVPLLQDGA
# GDH-TPI inh: counter-screen for M. tuberculosis FBA inhibitors: GDH-TPI coupled enzymes. 360,000 tested, 1.2% active. inhibition, % at 4.8 µM. AID 588335. GDH-TPI coupled enzyme counterscreen, NADH absorbance;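 note: 0% = DMSO wells and 100% = wells lacking the enzyme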
# BoNT-A LC inh2: blocks Botulinum neurotoxin A light chain protease. multiplex microsphere protease substrate cleavage, flow cytometry. inhibition, % at 10 µM. 360,000 tested, 0.17% active; in the data active = inhibition above about 30%; inconclusive = no clear call, values can overlap the other calls; note: plate controls were buffer without enzyme for full effect and enzyme alone for no effect
# FadD28 binding: M. tuberculosis FadD28 bisubstrate binding inhibition; FadD28 bisubstrate probe binding, fluorescence polarization; inhibition, % at 12.5 µM; 360,000 tested, 0.22% active; in the data active = inhibition above about 8.5%, passing the limit was not always enough; inconclusive = no clear call, values can overlap the other calls
# Mtb BioA inh: BioA (M. tuberculosis) enzyme inhibition; 360,000 tested, 0.096% active; purified M. tuberculosis BioA enzyme, plate reader; inhibition, % at 9.99 µM; in the data active = inhibition above about 40%; inconclusive = no clear call, values can overlap the other calls
# BoNT-F LC inh: inhibitors of Botulinum neurotoxin F light chain protease | Multiplex microsphere protease cleavage assay, flow cytometry | inhibition, % at 10 µM | 360,000 tested, 0.22% active | AID 588497; in the data active = inhibition above about 35%, passing the limit was not always enough; inconclusive = no clear call, values can overlap the other calls; note: plate controls were buffer without enzyme for full effect and enzyme alone for no effect
# Active calls of the source: *; u = inconclusive; x = no result given. Cut-off read from the data, not from the text of the source, unless noted: active = inhibition above about 30%; inactive = the rest.
# Fields: CCHF vOTU inh	FBA Mtb inh	PrPC TRFRET	UGM FP inh	GDH-TPI inh	BoNT-A LC inh2	FadD28 binding	Mtb BioA inh	BoNT-F LC inh
Cn1c(=O)c2nnn(/N=C(\c3ccccc3)C3CC3)c2n(C)c1=O
→ 7.0	0.3	0.9	-0.8	14.3	-0.3	-0.1	4.0	0.1
CCN(CC(=O)Nc1ccc(NC(C)=O)cc1)C(=O)c1ccc(=O)[nH]c1
→ -6.4	0.6	6.3	0.5	0.7	x	-0.3	0.8	x
Cc1ccc(CNC(=O)C2CN(S(C)(=O)=O)c3cc(Cl)ccc3O2)cc1 (stereo not drawn)
→ -2.8	4.9	4.6	-0.8	5.5	-2.0	-2.7	x	-7.1
COCCN1CCN(C(=O)c2cc(COc3ccc(F)cc3F)on2)CC1
→ -8.1	5.0	-7.2	-0.5	3.5	x	-2.2	-1.1	x
O=C(Nc1ccc(Cl)cc1)N(Cc1cccs1)Cc1cccs1
→ 11.7	-1.7	-0.2	4.0	2.7	-0.3	-4.7	-0.3	11.2
COc1ccc(S(=O)(=O)N2CCOC2CNC(=O)C(=O)NCCc2ccccc2OC)cc1C (stereo not drawn)
→ 5.0	2.4	0.5	-4.4	-10.6	-0.1	-0.2	-0.3	-2.7
N#CC1=C(N)Oc2c(c(=O)oc3ccccc23)C1c1ccncc1 (stereo not drawn)
→ 6.7	-0.6	7.9	0.4	6.0	-0.4	-1.6	-1.9	-2.7
Nc1c(Cl)cc(C2=NCCn3c2c2ccccc2[n+]3[O-])cc1Cl
→ 7.7	-1.2	-3.5	-0.5	17.9	-0.3	-2.4	5.0	3.7
CCOc1ccc(C(C)C)cc1S(=O)(=O)N1CCN(C(=O)c2ccco2)CC1
→ -4.2	-1.1	8.2	2.5	5.7	-2.5	-4.4	2.2	11.5
COc1ccc(S(=O)(=O)N(C)c2ccc(C(=O)N3CCC(C(N)=O)CC3)cc2)cc1OC
→ 5.4	4.0	3.4	-1.6	-0.3	-0.9	-0.3	-0.3	-5.2
COC(=O)C(Cc1csc2ccc(Cl)cc12)NC(=O)c1ccc(Cl)cc1 (stereo not drawn)
→ -9.2	0.5	-4.4	-1.3	1.1	u	-0.9	x	u
O=C(NCCc1cn2ccccc2n1)c1cc(COc2c(F)cccc2F)on1
→ -5.2	1.1	-2.1	-6.2	4.7	0.1	-0.9	4.0	2.1
COC1CCCN(C(=O)c2ccc3nc(Cc4cccc(Cl)c4)oc3c2)C1 (stereo not drawn)
→ -11.1	0.5	1.6	-0.3	-5.2	0.3	-3.8	1.5	-6.9
CC(=O)Nc1ccc(S(=O)(=O)NNC(=O)c2cccc([N+](=O)[O-])c2)cc1
→ 3.6	3.5	-15.1	-5.1	16.4	-1.9	1.5	-0.8	-1.5
O=C(NC(=S)NCc1ccccc1)C1CCCCC1
→ 3.6	-1.7	5.6	1.9	5.7	-2.8	-1.7	-1.2	u
COCCNC(=O)Cn1nc(C(F)(F)F)cc1C
→ 6.7	0.1	3.5	-0.6	-4.9	-1.2	-1.1	-3.4	-3.2
O=C(Nc1cc(S(=O)(=O)N2CCOCC2)ccc1N1CCOCC1)C1CCCO1 (stereo not drawn)
→ -4.2	2.2	-1.2	-0.9	2.5	-0.5	0.2	x	-0.1
O=C1OCCN1c1c(-c2ccccc2)c(-c2cccs2)nc2c(-c3ccccc3)cccc12
→ x	2.8	x	-0.1	29.0	3.1	0.2	-3.3	4.6
O=C(COc1ccc2ccccc2c1)Nc1cccnc1Cl
→ -2.3	-1.8	5.6	1.8	14.0	-1.1	-0.4	-0.7	5.4
O=C(CSc1nnc(-c2ccccn2)o1)Nc1cccc(Cl)c1
→ -18.6	-1.0	5.3	2.2	8.8	0.4	1.4	-2.0	-3.9

# Whole records from above. Order of values: CCHF vOTU inh | FBA Mtb inh | PrPC TRFRET | UGM FP inh | GDH-TPI inh | BoNT-A LC inh2 | FadD28 binding | Mtb BioA inh | BoNT-F LC inh
# Shown for Cn1c(=O)c2nnn(/N=C(\c3ccccc3)C3CC3)c2n(C)c1=O → 7.0 | 0.3 | 0.9 | -0.8 | 14.3 | -0.3 | -0.1 | 4.0 | 0.1
# Shown for O=C(NC(=S)NCc1ccccc1)C1CCCCC1 → 3.6 | -1.7 | 5.6 | 1.9 | 5.7 | -2.8 | -1.7 | -1.2 | u

# Additional compounds.
# Fields: CCHF vOTU inh	FBA Mtb inh	PrPC TRFRET	UGM FP inh	GDH-TPI inh	BoNT-A LC inh2	FadD28 binding	Mtb BioA inh	BoNT-F LC inh
Cc1cc(S(=O)(=O)NCc2ccc(N3CCN(C)CC3)cc2)c(C)s1
→ -0.7	2.3	-1.7	2.4	12.6	1.1	-0.2	-1.9	3.6
C=CCn1c(SCC(=O)NC(=O)NCC(C)C)nnc1C1CCCCC1
→ 2.6	-1.5	2.7	1.1	-1.5	-0.8	-2.5	-0.1	-25.7
Cc1ccc(S(=O)(=O)Nc2ccc(SC(F)F)cc2)c(C)c1
→ 4.7	-3.1	11.3	-4.5	7.9	-1.2	0.9	x	-13.2
O=C(Nc1ccc(S(=O)(=O)N2CCCC2)cc1)c1cccnc1Cl
→ -6.5	3.5	-0.5	0.2	-0.7	4.0	-1.3	x	0.4
CCN(Cc1ccc2c(c1)OCO2)C(=O)/C=C/c1cccc(Br)c1
→ 12.6	-1.4	8.1	-0.5	-7.3	-1.7	-4.7	-1.6	-11.9
COCCCNC(=O)CN1C(=O)c2cccc3cccc1c23
→ -0.9	8.6	0.5	-1.1	22.4	0.7	-2.6	-2.4	23.5
Cc1ccccc1-n1c(SCC(=O)N/N=C/C=C/c2ccccc2[N+](=O)[O-])nc2ccccc2c1=O
→ 14.5	0.0	-2.1	0.6	0.4	-0.4	-5.5	x	-3.4
Cc1ccc(C(=O)CSc2nsc(C)c2C#N)cc1
→ 9.6	-1.6	2.3	0.2	-4.8	0.7	-1.9	x	5.6
CC1C(=O)c2ccccc2CC1C(=O)O (stereo not drawn)
→ 1.6	-0.7	2.9	x	5.6	0.6	-1.1	-0.3	0.6
COc1ccc2[nH]c(C)c(C(=O)CN3CCN(C/C=C/c4ccccc4)CC3)c2c1
→ 30.7*	-2.1	-13.8	-0.2	-5.6	0.5	-7.0	0.9	-14.2

# Rewritten as tab-separated lines: 2 of the compounds above
Compound	CCHF vOTU inh	FBA Mtb inh	PrPC TRFRET	UGM FP inh	GDH-TPI inh	BoNT-A LC inh2	FadD28 binding	Mtb BioA inh	BoNT-F LC inh
CC1C(=O)c2ccccc2CC1C(=O)O (stereo not drawn)	1.6	-0.7	2.9	x	5.6	0.6	-1.1	-0.3	0.6
C=CCn1c(SCC(=O)NC(=O)NCC(C)C)nnc1C1CCCCC1	2.6	-1.5	2.7	1.1	-1.5	-0.8	-2.5	-0.1	-25.7

# Going on with the list:
# Fields: CCHF vOTU inh	FBA Mtb inh	PrPC TRFRET	UGM FP inh	GDH-TPI inh	BoNT-A LC inh2	FadD28 binding	Mtb BioA inh	BoNT-F LC inh
Cc1ccc(S(=O)(=O)N(C)C)cc1NC(=O)c1cncc(Br)c1
→ -1.5	-0.9	27.4*	-3.3	12.6	0.6	-1.9	-1.2	-2.4
Cc1ccc(-c2cc(C(F)F)n3ncc(C(=O)Nc4c(C)nn(Cc5c(Cl)cccc5Cl)c4C)c3n2)cc1
→ 9.5	4.0	2.2	2.5	-2.7	-3.8	-2.7	0.6	u
O=[N+]([O-])c1cc2c(cc1/C=N/Nc1nc(N3CCCC3)nc(N3CCCC3)n1)OCO2
→ -3.4	-2.1	1.4	0.5	4.3	0.5	0.7	x	-0.8
C/C(Nc1ccc(Cl)cc1)=C(/C#N)C(N)=O
→ -5.5	2.1	-0.8	0.2	2.5	0.8	0.3	-0.3	-2.8
O=C(NCCCN1CCOCC1)c1ccc(Cl)c([N+](=O)[O-])c1
→ -5.3	0.1	-29.3	2.2	15.9	0.4	-2.7	1.4	u
CC(C)(C)OC(=O)CC1(C#N)c2ccccc2C(Br)=CN1C(=O)c1ccccc1 (stereo not drawn)
→ -2.1	-1.7	-3.9	4.3	8.5	-0.3	-3.5	-0.9	-1.3
O=C(Nc1ncc(Cc2ccccc2Cl)s1)c1ccc(-c2cccc([N+](=O)[O-])c2)o1
→ -3.6	-3.1	9.4	2.9	4.5	0.2	-4.6	-2.1	-7.4
Cc1oc(C(=O)Nc2ccc(O)cc2)cc1COc1ccccc1
→ 15.2	-2.0	7.3	2.0	6.7	-0.9	-0.3	30.6	-4.9
CCN(CC(=O)Nc1c(F)cccc1F)C(=O)C(C)SCc1nc2sc(C)c(C)c2c(=O)[nH]1 (stereo not drawn)
→ 2.9	2.9	-2.6	2.9	5.9	0.1	-2.2	1.5	-0.5
CCOc1ccc(NC(=O)CNC(=O)c2ccc(OC)cc2)cc1
→ 10.8	-2.3	-6.4	0.8	4.0	-0.6	0.6	x	7.7
CS(=O)(=O)N1CCCC(c2nc(-c3ccc(S(=O)(=O)NCc4ccccc4)cc3)no2)C1 (stereo not drawn)
→ x	-0.8	x	-0.9	-2.6	-0.3	-1.2	-0.8	-7.4
O=C(CCn1nc(-c2ccccc2)c2ccccc2c1=O)NCC1CCCO1 (stereo not drawn)
→ 8.4	-8.4	-2.9	0.9	-9.7	0.4	-4.1	1.9	1.8
O=c1[nH]c(=O)n(-c2ccccc2)c(O)c1/C=C1/C(c2ccccc2)=Nc2ccccc21
→ 12.3	3.9	12.1	0.1	8.6	3.5	2.0	x	-3.3
CCOC(=O)C1CCN(CC(=O)N2CCc3ccccc32)CC1
→ -20.0	0.3	-6.4	-1.6	-3.8	1.2	-0.2	-0.7	1.9
CCN(C(=S)NC(=O)C1CC1)c1ccccc1
→ -2.5	1.2	1.8	0.8	6.6	-3.0	-0.4	-1.0	-6.0
CCOc1cc(C=C(C#N)C#N)ccc1Oc1ccc([N+](=O)[O-])cn1
→ 15.2	-5.1	-10.3	-0.5	-0.6	-0.3	-4.3	x	2.3
CCN(CC)c1nc(C=Cc2ccc(N(C)C)cc2)c2nccnc2n1
→ 6.4	-4.2	12.6	x	9.7	28.9	2.0	-1.4	12.4
CC(C)(C)NC(=O)CN(C(=O)CS(=O)CC(=O)Nc1ccc(F)cc1)c1ccc(F)c(Cl)c1 (stereo not drawn)
→ -9.4	-1.4	4.3	-1.5	5.6	-1.4	-4.0	4.2	-3.1
O=C(COCc1ccccc1)N[C@@H]1c2ccccc2CC[C@@H]1OCc1ccccc1
→ 6.2	-2.1	7.4	x	-4.5	-0.8	-4.4	-0.1	-0.5
COc1ccc(-c2c(NC(=O)c3ccco3)n(C)c3ccccc3c2=O)cc1
→ 21.1	-3.7	-6.5	x	15.5	-0.2	-0.4	0.4	-1.3
Cc1ccsc1C(=O)OCC(=O)N1C(C)CCCC1C (stereo not drawn)
→ 7.5	-2.1	0.3	-0.2	15.0	1.3	-0.3	0.6	3.7
CC(=O)O[C@H]1[C@H](C)OC=C[C@@H]1OC(C)=O
→ 9.4	3.8	2.8	-0.6	4.0	-0.1	1.1	-1.7	2.9
CC(=O)N1CCN(CC(=O)Nc2ccccc2C(=O)Nc2ccccc2)CC1
→ 2.9	0.2	8.0	0.0	-4.6	-0.1	-3.1	0.6	0.5
COc1cccc2c1OC1(C)CC2NC(=O)N1c1cccc(C(=O)Nc2ccc3c(c2)OCCO3)c1 (stereo not drawn)
→ -1.4	-10.3	-4.2	-3.1	0.4	0.7	-2.4	-1.2	-1.2
Cc1cc(NC(=O)CCCC(=O)N(CC(=O)NCCc2ccccc2)Cc2ccc(F)cc2)no1
→ -2.0	-1.1	5.5	3.0	1.5	-2.8	-1.9	3.2	-4.0
NC(=O)c1c[nH]c2ccccc12
→ 0.6	6.7	-5.5	2.5	9.8	0.5	-0.8	0.0	-4.2
Cc1cccc(N2CCN(S(=O)(=O)c3ccc4c(c3)OCCO4)CC2)c1C
→ -5.3	-2.0	-2.7	1.9	1.1	-4.1	0.5	-2.2	0.2
COc1cccc(NC(=O)CN2C(=O)NC(c3ccccc3)(c3ccccc3)C2=O)c1
→ -8.3	0.1	-0.3	-2.0	-1.5	0.8	-6.4	1.4	-14.3
Cc1cc2oc(C(=O)N(Cc3ccccc3)C3CCS(=O)(=O)C3)cc(=O)c2cc1Cl (stereo not drawn)
→ -8.7	3.0	-5.8	0.8	11.7	6.2	-0.4	9.2	8.1
O=C(Nc1ccc(F)cc1)C1CCN(c2nnnn2-c2ccccc2)CC1
→ 4.8	-2.8	3.5	0.7	3.9	u	-1.9	9.1	1.4
